Bioassay records from PubChem BioAssay.
NALP1 yeast inh = NALP1 inhibition | actives 0.61% (n = 280,000) | S. cerevisiae NALP1/ASC/caspase-1 growth, X-gal OD620, 72 h | AID 2071 | inhibition, % at 10 µM; in the data active = inhibition mostly above about 24%, no sharp cut-off; inactive = mostly below about 32%; note: some compounds called inactive have numbers as strong as hits
MEKK3 PB1 HTS = raises or lowers MEK5 binding to the human MEKK3 PB1 domain | Q99759 | bead-based flow cytometry, Alexa488-MEK5 binding to MEKK3; actives lie on both sides; 0 = blocked by unlabeled MEK5, 100 = vehicle | binding response (% of control), % at 10 µM | actives 1.4% (n = 290,000) | AID 1529;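 active = binding response more than 3 SD above or below the average of its plate-row segment, actives on both sides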;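 note: Alexa488 bead fluorescence after subtracting the streptavidin-only scavenger bead signal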
PHOSPHO1 inh = inhibitors of human PHOSPHO1 phosphatase | inhibition, % at 13.3 µM | actives 1.1% (n = 290,000) | recombinant PHOSPHO1, absorbance phosphatase assay | Q8TCT1; in the data active = inhibition above about 60%
GalR3 antag = human GalR3 antagonism. HEK293 GalR3-CNG cAMP membrane potential fluorescence; galR3 body fused to GalR1 C-terminus. AID 651719. actives 0.44% (n = 360,000). inhibition, % at 3 µM;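 active = inhibition above the screen-wide average plus 3 SD, cut at about 13% in these data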;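 note: forskolin and galanin both at EC90 stimulate the cells; cAMP rise reported by CNG channel membrane potential dye signal; 0% = forskolin plus galanin with DMSO and 100% = forskolin alone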
Target sequence (O60755 1-299 limits assumed): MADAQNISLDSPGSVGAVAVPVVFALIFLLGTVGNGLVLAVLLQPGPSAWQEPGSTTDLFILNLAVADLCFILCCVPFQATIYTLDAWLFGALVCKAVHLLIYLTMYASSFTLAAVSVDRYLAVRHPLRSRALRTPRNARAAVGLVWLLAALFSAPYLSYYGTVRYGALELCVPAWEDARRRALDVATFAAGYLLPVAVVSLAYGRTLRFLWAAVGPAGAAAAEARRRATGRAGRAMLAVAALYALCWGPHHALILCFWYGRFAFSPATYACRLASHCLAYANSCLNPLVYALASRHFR
MEKK2wt PB1 HTS = raises or lowers MEK5 binding to wildtype human MEKK2 PB1 domain | Q9Y2U5 | bead flow cytometry, Alexa488-MEK5 binding to MEKK2 WT; actives lie on both sides | binding response (% of control), % at 10 µM | actives 1.1% (n = 290,000) | AID 1531; in the data active = binding response below about 67% or above about 130%
MEKK2 mut-MEK5 = signal of MEK5 binding to mutant human MEKK2 PB1 domain | bead flow cytometry, Alexa488-MEK5 binding to MEKK2 mutant | percent response, % at 10 µM | actives 0.35% (n = 290,000); in the data active = percent response above about 24%, passing the limit was not always enough; note: inactives centre near 1; some results filed as inactive read as strong as hits; reference of the scale not given here
V1aR counter = V1a receptor agonism, counter-screen for OXTR agonists; CHO-V1R cells, Fluo-8 calcium fluorescence, agonist mode; 0% DMSO, 100% 3 nM vasopressin; P37288; actives 0.25% (n = 320,000); activation, % at 3 µM;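 active = activation above the mean activation of all tested compounds plus 3 SD, per screening run, cut at about 20% in these data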;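 note: signal is peak over basal fluorescence ratio across a 100 second FLIPR read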
GPR7 antagonist = human neuropeptides B/W receptor 1 antagonism. P48145. GPR7-expressing cells, fluorescence antagonist assay. inhibition, % at 4.4 µM. actives 1.1% (n = 290,000). AID 1861; in the data active = inhibition above about 16%, passing the limit was not always enough;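 note: cells stimulated with the agonist NPW; 0% = agonist with vehicle and 100% = vehicle without agonist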
Target sequence (P48145 whole entry, looked up): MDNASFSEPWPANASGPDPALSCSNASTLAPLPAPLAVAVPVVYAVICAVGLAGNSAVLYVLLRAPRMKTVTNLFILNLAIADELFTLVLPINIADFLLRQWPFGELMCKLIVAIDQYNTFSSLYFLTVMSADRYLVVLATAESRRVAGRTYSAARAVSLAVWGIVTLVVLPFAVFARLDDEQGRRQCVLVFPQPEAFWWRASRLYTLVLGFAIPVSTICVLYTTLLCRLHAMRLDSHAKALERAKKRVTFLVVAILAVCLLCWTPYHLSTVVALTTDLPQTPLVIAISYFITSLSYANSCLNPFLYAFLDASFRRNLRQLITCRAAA
OXTR agonist = human OXTR agonism. P30559. CHO-OTR cells, Fluo-8 calcium fluorescence; normalized: DMSO 0%, oxytocin 100%. activation, % at 3 µM. actives 0.32% (n = 320,000). AID 2435;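 active = activation above the mean of all tested compounds plus 3 SD, cutoff set per screening run, cut at about 20% in these data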;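 note: peak over basal fluorescence ratio from a 100 s FLIPR kinetic read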
Target sequence (P30559 whole entry, looked up): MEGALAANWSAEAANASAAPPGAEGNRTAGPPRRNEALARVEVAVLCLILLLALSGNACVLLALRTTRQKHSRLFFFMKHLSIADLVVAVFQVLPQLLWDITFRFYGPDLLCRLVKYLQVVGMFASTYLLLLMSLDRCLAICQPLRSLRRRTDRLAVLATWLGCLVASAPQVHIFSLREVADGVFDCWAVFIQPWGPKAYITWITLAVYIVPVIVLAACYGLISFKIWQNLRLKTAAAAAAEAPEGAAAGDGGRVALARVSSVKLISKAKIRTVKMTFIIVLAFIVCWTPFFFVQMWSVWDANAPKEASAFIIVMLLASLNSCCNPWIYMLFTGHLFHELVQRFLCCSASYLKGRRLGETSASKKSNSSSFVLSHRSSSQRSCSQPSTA
Active calls of the source: *; x = no result given. Not a hit list. Share with any hit: about 5.4%.

SMILES | NALP1 yeast inh | MEKK3 PB1 HTS | PHOSPHO1 inh | GalR3 antag | MEKK2wt PB1 HTS | MEKK2 mut-MEK5 | V1aR counter | GPR7 antagonist | OXTR agonist
Cc1c(OCC(F)(F)F)ccnc1CSc1nc2ccccc2[nH]1 | 5 | 104 | 37 | -4 | 99 | 0 | 6.6 | -2 | 7.1
O=C(Cc1ccccc1)Nc1cccnc1 | -9 | 103 | 23 | 0 | 100 | -6 | 1.0 | 2 | 0.0
Oc1ccc2[nH]ccc2c1 | 15 | 96 | -28 | 2 | 94 | 3 | 1.1 | -13 | 0.5
O=C(O)/C=C/c1ccccc1[N+](=O)[O-] | 9 | 105 | 15 | -4 | 106 | 3 | 0.7 | -12 | 0.1
CCOc1cc(/C=C2\C(=O)N(Cc3ccc(C)cc3)C(C)=C2C(=O)OC)ccc1O | -4 | 98 | -4 | 2 | 89 | -11 | -0.9 | -2 | -1.6
O=c1c(=O)n2c(nn1Cc1ccc(F)cc1)sc1ccccc12 | 9 | 101 | 4 | -2 | 98 | 2 | 0.5 | -6 | 0.6
Cc1ccc(NC(=O)CCl)c(C)c1 | -5 | 105 | 24 | -5 | 100 | -3 | -0.8 | -9 | 0.0
O=C1C2CSCN2C(=O)CN1CCCN1CCN(C(c2ccccc2)c2ccccc2)CC1 (configuration not stated) | 26 | 87 | -10 | -6 | 116 | 0 | -0.4 | 1 | 0.3
Cc1ccc(C)c(S(=O)(=O)N2CCN(CC(=O)Nc3ccc4c(c3)CCC4)CC2)c1 | 42 | 108 | -16 | -5 | 102 | 1 | 3.7 | -17 | -1.1
CC1CCN(S(=O)(=O)c2ccc(N/N=C(/C#N)C(N)=O)cc2)CC1 | -2 | 101 | 77* | 0 | 98 | 5 | 2.0 | 2 | 2.0
O=C(COC(=O)Cc1cccs1)Nc1ccccc1Cl | -18 | 103 | 12 | 1 | 103 | 3 | 0.7 | -5 | -1.9
CC(C)CN(CCCNC(=O)CN1C(=O)COc2ccc(S(=O)(=O)N3CCOCC3)cc21)CC(C)C | 7 | 101 | 38 | 0 | 109 | 2 | 0.3 | 2 | -0.1

Reprinted from the listing, 4 compounds:
SMILES | NALP1 yeast inh | MEKK3 PB1 HTS | PHOSPHO1 inh | GalR3 antag | MEKK2wt PB1 HTS | MEKK2 mut-MEK5 | V1aR counter | GPR7 antagonist | OXTR agonist
Cc1c(OCC(F)(F)F)ccnc1CSc1nc2ccccc2[nH]1 | 5 | 104 | 37 | -4 | 99 | 0 | 6.6 | -2 | 7.1
O=C(Cc1ccccc1)Nc1cccnc1 | -9 | 103 | 23 | 0 | 100 | -6 | 1.0 | 2 | 0.0
Oc1ccc2[nH]ccc2c1 | 15 | 96 | -28 | 2 | 94 | 3 | 1.1 | -13 | 0.5
O=C(O)/C=C/c1ccccc1[N+](=O)[O-] | 9 | 105 | 15 | -4 | 106 | 3 | 0.7 | -12 | 0.1

Further compounds:
SMILES | NALP1 yeast inh | MEKK3 PB1 HTS | PHOSPHO1 inh | GalR3 antag | MEKK2wt PB1 HTS | MEKK2 mut-MEK5 | V1aR counter | GPR7 antagonist | OXTR agonist
CC(C)Oc1ccc(C(=O)NC2=NCCS2)cc1 | 9 | 96 | 9 | 3 | 87 | -10 | 2.5 | -3 | 2.0
O=C(NCc1ccccc1)Nc1cccc2ccccc12 | 5 | 106 | -13 | -7 | 99 | -1 | -0.9 | -3 | -1.4
CC(C)CN(C(=O)COC(=O)c1ccccc1SCC(=O)NC1CCCCCC1)C1CCS(=O)(=O)C1 (configuration not stated) | 25 | 101 | -11 | -2 | 105 | 13 | -0.9 | -10 | -1.6
COc1ccc(/C=C2\C(=O)ON=C2c2ccccc2)cc1OC | -11 | 103 | 40 | -4 | 106 | 4 | -0.2 | -20 | 0.7
COC(=O)C1CCN(C(=O)C2CCN(C(=O)[C@H](C)NS(=O)(=O)c3ccc(C)cc3)CC2)CC1 | 4 | 103 | 50 | -5 | 104 | 2 | -0.3 | -2 | -0.1
Cc1cc(C(=O)OCC(=O)NC(=O)c2cccn2C)c2ccccc2n1 | 18 | 106 | 12 | -4 | 97 | 14 | -0.2 | -20 | 0.5
C=CCc1cccc2cc(C(=O)N(CC)CC)c(=O)oc12 | 4 | 104 | -10 | -1 | 99 | -4 | 0.7 | -11 | -1.0
Cc1ccc(S(=O)(=O)NC2CCCCC2)c(C)c1NS(C)(=O)=O | -11 | 99 | 51 | -4 | 99 | -2 | 1.9 | -15 | 0.6
Cc1ccc(C)c(NC(=O)CN2C(=O)CNC2=O)c1 | 1 | 106 | 16 | -1 | 111 | 17 | 0.2 | -3 | -1.1
CC(Oc1cccc(Cl)c1)C(=O)Nc1ccc([N+](=O)[O-])cn1 (configuration not stated) | 4 | 98 | -14 | -2 | 96 | -2 | -1.7 | 8 | -2.1
CCc1ccc(-c2nc(CS(=O)CC(=O)O)c(C)o2)cc1 (configuration not stated) | x | 98 | 32 | -3 | 97 | 4 | 0.5 | 9 | -0.3
CC(C)c1ccc(NC(=O)[C@@H](NC(=O)N2CC(=O)Nc3ccccc32)C(C)C)cc1 | 5 | 106 | -7 | -1 | 108 | 11 | -0.8 | -7 | -2.8
CCCC(NC(=O)CCc1c(C)c2cc3c(-c4ccccc4)coc3cc2oc1=O)C(=O)O (configuration not stated) | 10 | 102 | 34 | -11 | 102 | -3 | 2.3 | 12 | 0.7
COc1ccc2nc(NC(=O)c3ccc(-c4cccc([N+](=O)[O-])c4)o3)sc2c1 | 29 | 107 | -6 | x | 122 | 12 | 0.1 | -7 | -0.7
C=CCNC(=O)c1onc(CSc2ccccc2)c1C(=O)O | -3 | 110 | 33 | 1 | 114 | 6 | 0.8 | -12 | -0.1
COc1ccc(Cl)cc1CN1CCOCC1 | x | 88 | 27 | 13* | 95 | -19 | 0.5 | -12 | 0.2
COc1ccc(/C(N)=N/OC(=O)c2ccc(Br)o2)cc1 | 27 | 100 | -44 | -5 | 100 | -5 | 0.5 | -15 | 0.0
Fc1ccc(OCCn2cnc(Cl)c2Cl)cc1 | -1 | 103 | 20 | 3 | 102 | 2 | 0.5 | -7 | -0.3
O=C(Nc1ccc(S(=O)(=O)N2CCOCC2)cc1)c1ccccc1 | -8 | 99 | x | x | 99 | 2 | 2.6 | 0 | 0.6
CC(C)CC(=O)Nc1ccc(N2CCN(C(=O)c3cccs3)CC2)cc1 | 27 | 101 | 16 | -9 | 103 | 0 | 0.8 | -1 | 0.7
COc1cccc(CN(C)CC(=O)NC(=O)NCc2ccccc2)c1 | 34 | 102 | -23 | -8 | 101 | -2 | 1.1 | 2 | -1.2
Cc1nn(-c2cc(N3CCCCCC3)ccc2[N+](=O)[O-])c(=O)c2ccccc12 | 7 | 105 | 8 | -8 | 98 | 0 | -1.5 | 3 | -2.1
O=[N+]([O-])c1ccc(/C=N/Nc2nc(N3CCOCC3)nc(N3CCOCC3)n2)cc1 | 3 | 98 | 24 | x | 94 | -1 | 0.5 | -15 | 0.3
CC(=O)c1ccc(NC(=O)C2CC(c3ccc(F)cc3)=NO2)cc1 (configuration not stated) | -9 | 87 | 12 | -6 | 93 | -4 | 1.7 | -2 | 2.2
COc1ccc(N2C(=O)CSC2c2ccccc2F)c(OC)c1 (configuration not stated) | -9 | 98 | 34 | -9 | 100 | -2 | 0.6 | -14 | -0.9
COC(=O)c1ccc(N(C(=O)CNC(=O)c2ccco2)C(C(=O)NC2CCCC2)c2ccco2)cc1 (configuration not stated) | -1 | 108 | 0 | -4 | 98 | 5 | -0.3 | -2 | -0.7
CC1CCN(C(=O)c2cccc(S(=O)(=O)N3CCCCC3)c2)CC1 | -20 | 102 | -36 | -4 | 108 | 6 | 0.4 | -6 | 1.0
O=C(NC(=S)Nc1ncccn1)c1ccccc1Cl | 18 | 112 | -9 | -1 | 98 | -1 | 0.2 | -9 | -0.5
COc1ccc(NC(=O)CN2C(=O)COc3ccc(S(=O)(=O)N4CCOCC4)cc32)c(OC)c1 | 10 | 102 | 30 | -5 | 103 | 6 | -0.6 | -1 | -0.3
CN(C)S(=O)(=O)c1cc([N+](=O)[O-])ccc1N1CCCCCC1 | -3 | 104 | 49 | -2 | 102 | 2 | -0.7 | 16 | -1.1
N#C/C(=C(\O)c1cc(Cl)sc1Cl)c1nc2ccccc2[nH]1 | 31 | 87 | 11 | -7 | 91 | -7 | 7.4 | 5 | 9.7
COc1ccccc1N(CC(=O)NC1CCCC1)C(=O)C1(C)CC(=O)N=C2C=CC(C)=CN21 (configuration not stated) | 13 | 102 | 40 | -6 | 99 | 1 | 0.8 | -20 | 0.7
Cc1ccc(O)c(NC(=O)c2cccc(NC(=O)c3ccco3)c2)c1 | 35 | 105 | 14 | 2 | 103 | 1 | 1.5 | -4 | 3.6
CC(=O)NS(=O)(=O)c1ccc(NC(=S)NC(=O)CC(C)C)cc1 | -14 | 97 | -6 | 1 | 97 | -2 | 0.7 | -3 | 1.4
Cc1ccc(NC(=O)CSc2nnc(-c3ccccn3)n2N)cc1F | 36 | 102 | 24 | -3 | 98 | 13 | -0.7 | -5 | -2.2
Cc1cc(-c2ccc(S(=O)(=O)N(C)Cc3ccccc3)cc2)on1 | 14 | 101 | 2 | 1 | 101 | 2 | 3.0 | 1 | 0.2
Cc1ccc(NC(=O)CCC(=O)NNC(=O)c2ccco2)c(C)c1 | -13 | 102 | 4 | -5 | 108 | 3 | -0.4 | -9 | -0.5
CC1CCCCN1Cc1c(O)ccc2c(=O)c(-c3nc4ccccc4s3)coc12 (configuration not stated) | 9 | 63 | -4 | 4 | 72 | -37 | -0.6 | 10 | -0.7
COCCN1C(=O)C(=O)/C(=C(/O)c2ccc(S(=O)(=O)N3CCOCC3)cc2)C1c1cccc(Cl)c1 (configuration not stated) | 4 | 90 | 37 | -4 | 92 | -9 | 0.1 | -12 | 0.9
CC(C)N1CCC(N2CCN(CCCc3ccccc3)CC2CCO)CC1 (configuration not stated) | 23 | 100 | 36 | 0 | 103 | -6 | 2.4 | 0 | 1.7
COc1cc(/C=N/n2nnnc2N)ccc1OC(C)C | -4 | 104 | -28 | -6 | 108 | 4 | x | -1 | x
COc1ccc(-c2cc(C(=O)NN)n(-c3ccccc3)n2)cc1 | -10 | 104 | 6 | -4 | 101 | 3 | 1.0 | -3 | -2.3
CCOC(=O)N1CCC(N2CCCC(CO)(Cc3cccc(Cl)c3)C2)CC1 (configuration not stated) | 15 | 102 | 52 | -7 | 109 | 14 | -0.2 | -15 | -0.6
Cc1ccc(S(=O)(=O)NCCC(c2ccccc2)c2ccco2)cc1 (configuration not stated) | 11 | 99 | 21 | -2 | 94 | 0 | 0.6 | -21 | -1.0
COc1ccccc1NC(=S)NC(=O)C(C)C | 12 | 93 | 42 | -2 | 97 | -6 | -0.9 | 3 | -1.9
CCCc1[nH]nc2c1C(c1cccnc1)C(C#N)=C(N)O2 (configuration not stated) | 7 | 103 | 14 | 6 | 106 | 0 | 1.0 | -4 | 0.2
O=C(CN1CCCC1)NC1C2CC3CC(C2)CC1C3 (configuration not stated) | 2 | 98 | 16 | -1 | 100 | 3 | -0.3 | -7 | 1.1
COC(=O)c1cn(CCOc2ccccc2F)c2ccccc12 | 10 | 106 | -12 | -6 | 103 | 8 | 4.3 | 2 | 1.3
COc1ccc(C(=O)C2CCCN(C(=O)c3noc4c3CCCC4)C2)c(C)c1 (configuration not stated) | 0 | 102 | 27 | -4 | 103 | 1 | 4.1 | -13 | 1.9
Cc1ccc(Nc2nc(-c3cccnc3)cs2)cc1C | 17 | 103 | 33 | -12 | 101 | 5 | -0.6 | -13 | -2.5
